PG9 binder: small molecules binding HIV-1 gp120 antibody PG9; TR-FRET gp120-PG9 antibody binding; inhibition, % at 6.7 µM; 360,000 compounds, 0.43% hits; in the data active = inhibition above about 8.5%
NR1D1 modulator: Rev-erb alpha (human) modulation; P20393; Rev-erbα–FITC-DNA binding, fluorescence polarization, 90 min; activity, % at 10 µM; 370,000 compounds, 0.79% hits; AID 1259318;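 active = activity above about 14%, limit read from the data; passing the limit was not always enough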;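 also: 0% = DMSO wells with 35 nM protein and 100% = DMSO wells with 750 nM protein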
Target sequence (P20393 whole entry, looked up): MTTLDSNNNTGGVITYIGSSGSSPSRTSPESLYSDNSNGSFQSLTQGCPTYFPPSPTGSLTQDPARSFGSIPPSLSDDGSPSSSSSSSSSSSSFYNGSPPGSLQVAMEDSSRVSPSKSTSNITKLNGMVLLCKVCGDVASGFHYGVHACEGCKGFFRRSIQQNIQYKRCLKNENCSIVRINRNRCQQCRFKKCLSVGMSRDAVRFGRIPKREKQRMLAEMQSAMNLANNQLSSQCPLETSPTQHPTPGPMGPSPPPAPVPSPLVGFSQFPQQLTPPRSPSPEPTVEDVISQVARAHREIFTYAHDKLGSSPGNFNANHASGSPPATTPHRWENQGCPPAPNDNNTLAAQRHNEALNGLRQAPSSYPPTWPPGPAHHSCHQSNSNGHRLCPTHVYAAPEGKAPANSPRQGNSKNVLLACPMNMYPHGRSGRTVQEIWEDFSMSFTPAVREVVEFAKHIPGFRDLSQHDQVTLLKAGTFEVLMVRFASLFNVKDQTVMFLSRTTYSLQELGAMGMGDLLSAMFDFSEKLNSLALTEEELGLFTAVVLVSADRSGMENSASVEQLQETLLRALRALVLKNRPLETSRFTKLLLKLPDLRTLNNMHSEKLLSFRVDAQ
SIAE primary: inhibitors of human sialic acid acetylesterase SIAE. Q9HAT2. SIAE FP-Rh probe binding, fluorescence polarization. inhibition, % at 9.66 µM. 370,000 compounds, 0.69% hits. AID 1053197;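 active = inhibition above a cutoff: mean of compounds within the control limits plus 3 SD of those, cut at about 17% in these data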;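 also: 0% = plate median of compound wells and 100% = probe without SIAE protein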
mABHD4 FP: ABHD4 (mouse) inhibition, primary FP screen; Q8VD66; purified mABHD4, FP-Rh probe fluorescence polarization; inhibition, % at 8.92 µM; 370,000 compounds, 0.54% hits;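 active = inhibition exceeding the mean over every tested compound plus 3 SD, cut at about 30% in these data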;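 also: 0% = plate median of compound wells and 100% = S159A mutant with DMSO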
Target sequence (Q8VD66 whole entry, looked up): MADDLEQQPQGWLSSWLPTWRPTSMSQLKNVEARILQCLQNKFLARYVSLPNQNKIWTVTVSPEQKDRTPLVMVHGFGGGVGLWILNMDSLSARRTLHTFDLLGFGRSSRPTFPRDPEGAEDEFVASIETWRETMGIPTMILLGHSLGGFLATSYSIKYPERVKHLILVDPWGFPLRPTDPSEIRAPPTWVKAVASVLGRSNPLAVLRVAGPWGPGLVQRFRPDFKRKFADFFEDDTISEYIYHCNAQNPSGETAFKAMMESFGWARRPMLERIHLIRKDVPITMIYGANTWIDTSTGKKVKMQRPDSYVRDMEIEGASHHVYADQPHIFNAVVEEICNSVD
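Test system: mABHD4 protein | Buffer or medium: HEPES pH 7.0 buffer, 150 mM NaCl, 0.01% Pluronic F-127 | Probe or stimulus: FP-Rh fluorescent activity-based probe, added after compound pre-incubation | Timing: Pre-incubation 45 min, probe exposure 60 min, at 25 °C | Technique: Fluorescence polarization, excitation 525 nm, emission 598 nm, BODIPY TMR filters | Repeats: Single well per compound (singlicate)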
rCAG binder: r(CAG) repeat RNA binding. 370,000 compounds, 1.3% hits. AID 651821. inhibition, % at 3 µM. TO-PRO-1 dye displacement fluorescence;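 active = inhibition above the plate cutoff, the mean of all test compounds on that plate plus 3 SD, cut at about 35% in these data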;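 also: 0% = DMSO alone and 100% = 100 µM mitoxantrone as full dye displacement; higher means more dye released from RNA so lower well fluorescence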
TCR CD3 inh: inhibitors of human TCR-CD3 interaction; TAMRA-labeled TCR probe fluorescence, biochemical; inhibition, % at 9.4 µM; 360,000 compounds, 0.37% hits; AID 651800; in the data active = inhibition above about 19%;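 also: recombinant mutant TCR 2C K166C tagged with TAMRA read by polarization; 0% = receptor in buffer alone and 100% = receptor with positive control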
LEDGF integ inh: blocks HIV-1 LEDGF/p75-dependent DNA integration | AID 743269 | inhibition, % at 3.7 µM | TR-FRET IN-LEDGF/p75 DNA integration, Eu/Cy5 | 370,000 compounds, 0.64% hits;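 active = inhibition above the screen-wide mean plus 3 SD, cut at about 13% in these data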;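 also: signal is the Cy5 over europium emission ratio at 671 and 618 nm; 0% = plate median of compound wells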
HTRA1 inhibitor: inhibitors of human serine peptidase HTRA1; inhibition, % at 5.96 µM; Q92743; 340,000 compounds, 0.5% hits; recombinant HTRA1, FP-rhodamine activity-based probe, fluorescence polarization; in the data active = inhibition above about 36%;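 also: 0% = enzyme with DMSO and 100% = wells lacking enzyme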
TDP2 inh: blocks human TDP2 phosphodiesterase activity; O95551; recombinant TDP2, T5PNP hydrolysis, p-nitrophenol absorbance 415 nm; inhibition, % at 12.8 µM; 370,000 compounds, 0.34% hits;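 active = inhibition above the mean of all tested compounds plus 3 SD, set per campaign, cut at about 25% in these data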;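 also: 0% = DMSO with enzyme and 100% = buffer with substrate but no TDP2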
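Test system: human TDP2 enzyme; Input: 120 nM TDP2 per well; Buffer or medium: Mg2+-containing Tris-HCl buffer, pH 7.5; Reagent: 5 mM T5PNP; Dosing: 12.8 µM single point, 1% DMSO; Incubation: reaction 2 h, 37 °C; Detection: p-Nitrophenol epi absorbance; Read-out: % inhibition relative to enzyme-containing and enzyme-free wells; Replicates: single well per compound.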
PRMT1 inh: inhibitors of human PRMT1. recombinant PRMT1, activity-based probe fluorescence polarization. inhibition, % at 2.79 µM. 370,000 compounds, 1.3% hits. AID 652257;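 active = inhibition above about 21% made by adding two undisclosed values, limit read from the data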
Numbers without * were called inactive; · = no result given; & = joins results of further samples. A portion of the library; the hit share may differ from the screen's.

SMILES	PG9 binder	NR1D1 modulator	SIAE primary	mABHD4 FP	rCAG binder	TCR CD3 inh	LEDGF integ inh	HTRA1 inhibitor	TDP2 inh	PRMT1 inh
CC1CCN(C(=O)CCc2nnc3ccc(N4CCC5(CC4)OCCO5)nn23)CC1	-0.4	2	-6	1	-4	12	2	4	1	-1
CCOC(=O)c1c(-c2ccccc2)[nH]c2ccc(O)cc12	1.7	2	5	31*	-3	-6	-3	-9	7	-2
CCN1CCCCC(NC(=O)c2cccc(C(F)(F)F)c2)C1=O (stereo not given)	·	-4	3	0	-1	·	1	·	3	3
O=C1C(=O)N(CCN2CCOCC2)C(c2ccccc2F)/C1=C(\O)c1ccc(S(=O)(=O)N2CCOCC2)cc1 (stereo not given)	0.1	-5	7	2	7	1	3	-1	13	-1
O=C(Nc1nc2cc3c(cc2s1)OCCO3)C1CCCCC1	-1.6	10	-8	-3	3	-2	0	-16	-18	0
Cc1ccccc1N1CCN(C2CCCN(C(=O)c3ccccn3)C2)CC1 (stereo not given)	-0.9	1	0	6	-9	6	2	7	2	0
CCCCN(C(=O)c1ccc2c(c1)OCO2)c1c(N)n(CC(C)C)c(=O)[nH]c1=O	-2.7	2	-6	-3	0	5	0	-1	-15	0
COc1ccc(C(=O)CSc2n[nH]c(-c3ccco3)n2)cc1	0.9	-2	-10	-10	21	-2	3	0	-5	9
O=C(Nc1ccc(-c2csc(Nc3ccccc3)n2)cc1)c1cc([N+](=O)[O-])cc(C(F)(F)F)c1	1.7	-1	40*	9	8	0	2	2	-3	-3
COc1cccc(CN2CC(C(=O)N3CCN(c4ccc(Cl)cc4)CC3)CCC2=O)c1 (stereo not given)	0.9	-1	9	-4	-6	-8	-2	4	2	2

Entries of single compounds from above. Order of values: PG9 binder	NR1D1 modulator	SIAE primary	mABHD4 FP	rCAG binder	TCR CD3 inh	LEDGF integ inh	HTRA1 inhibitor	TDP2 inh	PRMT1 inh
Shown for O=C(Nc1nc2cc3c(cc2s1)OCCO3)C1CCCCC1 = -1.6	10	-8	-3	3	-2	0	-16	-18	0
Shown for CCOC(=O)c1c(-c2ccccc2)[nH]c2ccc(O)cc12 = 1.7	2	5	31*	-3	-6	-3	-9	7	-2

New compounds follow:
SMILES	PG9 binder	NR1D1 modulator	SIAE primary	mABHD4 FP	rCAG binder	TCR CD3 inh	LEDGF integ inh	HTRA1 inhibitor	TDP2 inh	PRMT1 inh
Cc1cc(C)c(C)c(OCC(=O)NCc2nc(-c3ccccc3)no2)c1	-2.9	1	10	-18	-7	9	0	-22	-4	2
CCCCNC(=O)c1cc2c(-c3ccc(Cl)cc3)nn(C)c2s1	-0.7	2	-7	-18	4	2	4	-16	-17	-6
CCSc1nnc(NC(=O)CCNS(=O)(=O)c2cc(Br)cnc2N)s1	-0.2	-3	-4	4	6	4	1	4	3	-1
Cn1[nH]c(C(F)(F)F)c(C=Nc2ccc(Cl)cc2)c1=O	-1.4	2	-1	-9	3	6	2	-6	-9	0
COc1ccc(OC)c(NC(=O)C2CCN(C(=O)c3cccs3)CC2)c1	-0.6	3	-3	9	-1	-5	-3	-2	-6	2
CCc1cccc(C)c1NC(=O)Nc1ccc2c(c1)OCO2	1.1	0	0	0	-2	-8	-1	7	3	4
COc1cc(C(=O)NC2CCN(Cc3ccccc3)CC2)cc(Cl)c1OC(C)C	-2.0	3	-5	8	-11	5	-2	-2	-3	1
O=C(CCn1cnc(-c2ccccc2)c1-c1ccccc1)N/N=C/c1ccc(O)cc1	-3.9	2	4	-9	2	0	0	-15	-10	3
Cc1ccccc1C1NC(=O)Cc2ccccc21 (stereo not given)	-0.7	-8	-1	-8	-2	3	4	7	3	-1
CC1=NN(C(=O)c2ccc(Cn3ccc([N+](=O)[O-])n3)cc2)C(O)(C(F)(F)F)C1 (stereo not given)	1.2	0	0	-3	3	-1	-1	1	11	-2
O=C(COC(=O)c1ccc(Cl)c(S(=O)(=O)N2CCCCCC2)c1)Nc1ccccc1	0.5	0	-87	-28	4	1	2	-64	-3	2
COc1ccc(N(C(=O)CCC(=O)Nc2cc(C)on2)C(C(=O)NC2CCCC2)c2ccco2)cc1 (stereo not given)	0.8	-1	2	0	2	-5	-4	0	-2	4
C=CCn1c(N)cc(=O)nc1SCC(=O)Nc1ccc(C(=O)OC)cc1	-0.7	1	-4	6	-1	3	-2	-1	-7	1
Cc1cccc(C(=O)Nc2ccc(C(=O)/C=C/c3cccnc3)cc2)c1	-2.7	-3	-28	-11	3	-6	2	-100	3	3
Cc1ccc(-c2c(C(=O)N/N=C/C3CC=CCC3)nnn2-c2nonc2N)cc1 (stereo not given)	-2.0	-1	0	1	4	-1	3	-19	8	0
COc1cc(NC(=O)c2cccc3c(-c4cnn(C)c4)coc23)cc(OC)c1OC	-2.4	-3	0	-2	4	-9	1	·	5	-1
O=C(CC(=O)c1ccccc1O)c1ccc(F)cc1	-2.3	4	5	-7	4	-1	2	3	-12	2
CCCCC(O)(c1ccc(F)cc1)C(CN1CCOCC1)c1ccc(Cl)cc1 (stereo not given)	0.3	2	2	-4	-6	3	2	-20	-5	-2
COc1ccc(/C=N/NC(=O)c2cccnc2)cc1O	-2.2	2	10	1	0	9	-2	2	4	-1
Cc1ccc(Nc2cc(=O)[nH]c(=O)[nH]2)cc1Cl	-1.1	-4	0	1	6	1	1	-1	8	1
CN(C)S(=O)(=O)n1ccnc1	-1.5	-6	3	-3	0	9	0	4	4	-2
Cc1ccc2sc(N(CCCN(C)C)C(=O)CCS(=O)(=O)c3ccccc3)nc2c1C	0.9	-3&2	9&-1	-1&7	2&1	-6	1&-1	12	-14&2	-2&6
COCCn1nnnc1C(c1cccs1)N1CCN(c2cc(C)ccc2C)CC1 (stereo not given)	1.3	6	7	0	-6	-8	1	-8	2	-4
CC(C)c1c(O)nc(SCC(=O)N2CCCCC2)[nH]c1=O	-1.4	-5	-1	4	-3	-3	-1	3	2	6
CC(C)(C)NC(=O)COC(=O)c1ccc(Cl)cc1O	-0.4	9	9	0	-1	-1	5	-4	13	-6
Fc1cccc(CCN2CCNC[C@@H]2CC2CCCCC2)c1	0.5	-3	6	3	8	7	0	-2	1	-1
COc1cc(NC(=O)c2c3c(nc4ccccc24)CCC3)cc(OC)c1	2.0	0	6	0	5	9	0	-1	-4	-4
CCOC(=O)c1c(NC(=O)CC2SC(=NC)N(C)C2=O)sc(C)c1C (stereo not given)	-0.7	6	-4	3	-2	-7	-2	-3	-5	4
Cc1ccc(C(=O)COC(=O)CCS(=O)(=O)c2ccccc2)cc1[N+](=O)[O-]	-1.1	0	-6	10	12	-10	-1	-8	-3	0
COC(=O)[C@H](Cc1ccccc1)NS(=O)(=O)N[C@@H](Cc1ccccc1)C(=O)OC	1.1	-6	0	-3	-5	-5	5	-8	-14	-4
Cc1ccc(NS(=O)(=O)c2ccc3c(c2)c(=O)n(C)c(=O)n3C)cc1F	-1.5	4	-4	13	13	-3	1	-2	7	-2
COC(C(=O)Nc1cccc(F)c1)c1ccccc1 (stereo not given)	0.2	-6	0	-1	4	-1	0	-7	-1	4
Cc1ccccc1Oc1nc2ccccc2n2cnnc12	0.8	0	4	4	-2	2	-2	1	-3	2
O=C(/C(Cl)=C/Nc1ccc(Br)cn1)C(F)(F)F	-1.3	-2	-1	-1	-2	3	-2	1	-4	1
CC1CCN(S(=O)(=O)Cc2ccccc2Cl)CC1	-0.9	-2	6	4	-3	4	0	-4	-10	1
COc1ccc(-n2c(=O)c3ccccc3n(CC(=O)NC3CCCC3)c2=O)cc1	0.3	6	4	7	-2	6	0	2	7	1
CCCCCc1nc2c(=O)[nH]c3ccccc3c2o1	-1.8	-5	-3	-5	0	6	1	-6	4	-3
COC(=O)[C@]12C[C@H](CC(=O)NCC34CC5CC(CC(C5)C3)C4)C(=O)N(Cc3ccc(Cl)cc3Cl)C1=C[C@H](C(C)C)O[C@@H]2C1CC1	·	4	-3	-6	14	·	4	·	-5	-8
C=CCn1c(SCC(=O)C23CC4CC(CC(C4)C2)C3)nc(O)cc1=O	-0.8	2	-23	-11	12	-4	5	·	-21	0
CCOC(=O)N1CCN(c2nc3ccccc3nc2C(C#N)S(=O)(=O)c2ccc(C)cc2)CC1 (stereo not given)	0.3	2	1	0	1	8	2	-3	3	19
COc1ccc(C2(CNC(=O)/C=C/c3ccco3)CCCC2)cc1OC	-0.3	2	-3	9	1	4	-6	-3	13	21
O=C(c1ccc2oc(CCCc3ccccc3)nc2c1)N1CCCCC1CO (stereo not given)	-1.1	-5	-1	-2	-8	-5	-1	-4	8	3
COC(=O)C(CC(=O)c1ccc(Cl)cc1)c1ccc(C)cc1 (stereo not given)	-1.0	0	-4	-3	-4	-6	2	-16	6	0
FC(F)(F)c1ccnc(N2CCN(Cc3cnc(-c4ccccc4)[nH]3)CC2)c1	-0.7	1	5	1	-4	0	7	2	1	-11
CCN(CCO)c1ccc(Nc2cc(-c3ccc(-c4ccccc4)cc3)ncn2)cc1	0.4	0	10	5	10	2	2	·	4	3
CCN(CC)C(=O)c1ccc2nc3ccccc3nc2c1	-1.8	-4	2	-4	-4	-9	-2	0	1	0
CCOC(=O)CSc1nc2ccccc2n2cnnc12	1.2	1	1	-2	-77	1	4	6	3	-3
COC(=O)c1ccc(CSc2nc3ccccc3[nH]2)o1	0.4	-4	2	3	3	-5	2	-3	-19	-1
Cc1ccc(N=CC2=C(O)CC(C)(C)CC2=O)nc1	-0.1	-2	1	2	0	-3	1	-2	8	-3
COc1ccc(C(=O)NC2CCN(CC(=O)NCc3ccccc3)CC2)cc1	0.1	5	3	5	-5	-2	0	2	1	5

Additional records
SMILES	PG9 binder	NR1D1 modulator	SIAE primary	mABHD4 FP	rCAG binder	TCR CD3 inh	LEDGF integ inh	HTRA1 inhibitor	TDP2 inh	PRMT1 inh
CSC1=NCCN1C(=O)c1ccc(S(=O)(=O)N2CCOCC2)cc1	-1.2	-1	-4	2	-1	1	0	-5	4	-1
C=CCc1ccc(OCCOCCNCCCC)c(OC)c1	-0.4	-2	2	4	4	-3	0	3	-7	3
COc1ccc(/C=C/C(=O)Nc2nnc(C(C)C)s2)cc1OC	-1.8	-1	-6	-4	-1	1	4	·	-12	-2
CC1=NN(C(=O)c2ccncc2)C(=O)C1N=Nc1ccc2ccccc2c1 (stereo not given)	-4.7	-15	-2	-2	5	0	3	-4	2	0
CCN(c1ccccc1)S(=O)(=O)c1ccc(C(=O)NCc2ccco2)cc1	2.3	-4	1	-7	4	0	0	-14	0	2
C/C(=N\NC(=O)c1cccs1)c1ccc2c(c1)OCO2	-2.4	-6	0	1	1	-1	0	·	6	0
Cn1c(CN2CCN(c3ccccc3NS(C)(=O)=O)CC2)nc2ccccc21	1.3	-2	3	-13	-1	-6	0	-1	-21	8
O=C(Cc1ccc(Br)cc1)N/N=C/c1cccnc1	-0.6	-6	5	11	-2	4	3	-4	10	1
COc1ccc(-c2cn(CC3CCCCC3)nn2)cc1	0.0	-3	5	3	4	3	2	-2	-6	1
O=C1C=C(c2ccccc2)C[C@H](c2cccs2)[C@H]1n1cnc([N+](=O)[O-])c1	0.0	-1	-4	1	7	1	-6	-19	-1	3

Screening results: PubChem BioAssay, several laboratories
